ABCB6 inh MLPCN = human ABCB6 transporter inhibition | Q9NP58 | K562-ABCB6 porphyrin accumulation, flow cytometry, 1 h; active compounds read low | fluorescence ratio to DMSO, % at 10 µM | hit rate 0.19% among 360,000 | AID 602162;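 active = fluorescence ratio to DMSO below 75%, the collection mean minus 3 SD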;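 note: signal is porphyrin accumulated inside mitochondria; 100% equals median channel fluorescence of DMSO control wells; lower ratio means ABCB6 inhibition with less porphyrin fluorescence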
m5-HT2A agonist = activates the mouse 5-HT2A serotonin receptor; P35363; CHO-K1 mHTR2A beta-arrestin complementation, luminescence; percent of 30 µM serotonin response; activation, % at 7.6 µM; hit rate 0.66% among 360,000; AID 624169;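 active = activation above a run cutoff, the mean activation of all tested compounds plus 3 SD, cut at about 14% in these data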;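 note: 0% = plate median of compound wells and 100% = 30 µM serotonin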
Target sequence (P35363 whole entry, looked up): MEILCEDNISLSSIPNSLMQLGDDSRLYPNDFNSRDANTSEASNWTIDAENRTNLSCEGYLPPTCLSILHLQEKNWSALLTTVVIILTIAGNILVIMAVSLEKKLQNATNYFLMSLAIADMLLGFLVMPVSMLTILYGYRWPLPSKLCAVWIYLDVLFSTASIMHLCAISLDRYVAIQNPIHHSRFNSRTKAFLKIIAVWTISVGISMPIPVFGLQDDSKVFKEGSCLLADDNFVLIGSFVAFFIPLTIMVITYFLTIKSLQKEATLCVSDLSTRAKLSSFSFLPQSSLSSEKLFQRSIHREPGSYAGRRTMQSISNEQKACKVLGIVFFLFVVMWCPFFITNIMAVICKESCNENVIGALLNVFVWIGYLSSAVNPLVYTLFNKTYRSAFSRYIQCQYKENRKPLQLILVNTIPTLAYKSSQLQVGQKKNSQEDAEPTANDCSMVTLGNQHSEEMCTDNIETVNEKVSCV
N-glyco inh = N-linked glycosylation inhibition; D54 ERlucT glycosylation luciferase reporter, 24 h; percent of 100 nM tunicamycin response; reporter increase, % at 12.5 µM; hit rate 0.23% among 360,000; AID 588692;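 active = mean luciferase reporter signal, scaled so untreated is 0 and the glycosylation-blocking control 100, at or above a set limit in every replicate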;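 note: luciferase carries N-glycosylation sites so blocking glycosylation raises the light; 0% = median of neutral control wells and 100% = median of 100 nM tunicamycin wells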
H9c2 protect = modulators protecting cardiomyocytes from myocardial damage. hit rate 0.63% among 360,000. protection from H2O2 cell death, % at 20 µM. H9c2 cardiomyocytes, H2O2 injury protection, ATPLite, 2 h;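 active = compounds giving at least 50% protection of heart cells from peroxide-induced death in the single-dose screen, raw or plate-pattern-corrected value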;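 note: 0% = DMSO wells with peroxide and 100% = DMSO wells without peroxide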
MC4R antagonist = blocks human MC4R cAMP signaling; inhibition, % at 6.5 µM; MC4R-expressing cells, MTII-stimulated cAMP, LANCE TR-FRET; P32245; AID 540295; hit rate 0.48% among 360,000;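 active = inhibition above its plate's cutoff, the mean of tested wells on that plate plus 3 SD, cut at about 29% in these data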;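 note: 0% = Melanotan II alone and 100% = Melanotan II plus saturating MCL0020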
Target sequence (P32245 whole entry, looked up): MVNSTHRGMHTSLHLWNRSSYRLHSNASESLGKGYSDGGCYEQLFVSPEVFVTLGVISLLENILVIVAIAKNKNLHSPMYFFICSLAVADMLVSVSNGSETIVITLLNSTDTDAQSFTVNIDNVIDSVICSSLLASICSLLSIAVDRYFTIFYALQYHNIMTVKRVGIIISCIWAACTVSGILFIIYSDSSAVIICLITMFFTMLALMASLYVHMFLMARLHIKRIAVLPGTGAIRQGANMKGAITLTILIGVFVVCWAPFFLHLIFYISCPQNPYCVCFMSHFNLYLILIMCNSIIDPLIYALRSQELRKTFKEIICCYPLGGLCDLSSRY
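Material: U2OS-MC4R stable cell line | Reagent: Melanotan II challenge after compound preincubation | Doses: One concentration, 6.5 µM nominal | Incubation: 30-min compound preincubation, 1-h Melanotan II challenge, 1-h detection, room temperature | Signal: TR-FRET cAMP assay | Replicates: One well per compound, no replicates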
MC4R barr agon = agonists of human melanocortin 4 receptor (MC4R) beta-arrestin; activation, % at 8.9 µM; U2OS MC4R beta-arrestin complementation, luminescence; percent of melanotan II response, DMSO zero; AID 540308; hit rate 0.98% among 360,000;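 active = activation above a per-plate cutoff, the mean activation of sample wells on that plate plus 3 SD, cut at about 8% in these data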
hiPSC survival = increases survival of single human iPS cells. hit rate 0.044% among 360,000. AID 602274. survival enhancement, % at 20 µM. hiPSC single-cell survival, ATPlite luminescence; 100% = ROCK inhibitor wells, 0% = DMSO; in the data active = survival enhancement above about 18%;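 note: cells exposed to compounds for 16 hours before the ATP read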
aDG glyco up = increases alpha dystroglycan glycosylation; Pro5-aDG cells, alpha-DG glycosylation AlphaScreen (IIH6); 0% Pro5, 100% B10-LARGE cell signal; activation, % at 10 µM; hit rate 0.22% among 360,000;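 active = activation of at least 8% versus controls, or a plate z-score of at least 8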;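 note: Pro5 are CHO cells carrying HIG-tagged alpha-DG that lacks glycosylation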
Granule exo inh = blocks lytic granule exocytosis; TALL-104 LAMP-1 surface exposure, flow cytometry; cells stimulated with thapsigargin and PMA; inhibition, % at 10 µM; hit rate 0.66% among 360,000;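 active = inhibition above about 55%, limit read from the data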
ABHD5-PLIN5 inh = blocks binding of human ABHD5 to perilipin-5. hit rate 0.78% among 360,000. Split G. princeps luciferase complementation, luminescence, 4 h. inhibition, % at 4 µM. Q00G26+Q8WTS1;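 active = inhibition above the mean inhibition across every tested compound plus 3 SD, cut at about 22% in these data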;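 note: 0% = DMSO only wells and the 100% control is not disclosed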
An asterisk follows results filed as active; nt = not tested or not shown.

SMILES	ABCB6 inh MLPCN	m5-HT2A agonist	N-glyco inh	H9c2 protect	MC4R antagonist	MC4R barr agon	hiPSC survival	aDG glyco up	Granule exo inh	ABHD5-PLIN5 inh
CC(C)CCNC(=O)NC(=O)COC(=O)C1CCN(S(=O)(=O)c2ccccc2F)CC1	93.0	5.5	2.0	-4.9	3.9	-0.7	4.7	0.1	0.5	3.4
C[C@H](O)[C@@H]1CN2CCc3c([nH]c4ccccc34)[C@@H]2C[C@@H]1N(C)C(=S)Nc1ccc(C#N)cc1	96.0	-5.4	1.9	0.2	nt	nt	0.2	0.1	-3.6	-12.9
O=C(CSc1nc2ccccc2c(=O)n1-c1ccccc1)NCC1CCCO1 (stereo not drawn)	99.0	-10.4	-0.8	7.2	-5.2	-2.6	0.4	-0.1	-13.5	2.6
C/C=C/C=C/C(=O)N1CC2(CC(c3cccc(NC(=O)/C=C/C)c3)=NO2)C[C@@H]1C(N)=O (stereo partly drawn)	90.0	0.1	2.3	2.1	-4.5	-0.3	0.4	-0.1	-1.8	8.3
CN1CCN(CCCNC(=O)CCc2nnc3n(Cc4ccccc4Cl)c(=O)c4ccccc4n23)CC1	100.0	0.8	0.4	-0.2	15.3	-1.6	-0.8	0.0	-8.3	0.1
COc1ccccc1-c1nc(-c2cccc(C)c2)no1	101.0	0.1	-9.5	-19.7	-0.2	0.8	-2.1	-0.3	6.9	-16.3
O=C(COc1ccc(Br)cc1)Nc1ccc2c(c1)C(=O)NC2=O	105.0	-0.8	-0.4	7.2	16.1	1.3	2.7	1.4	-15.1	4.9
CCC(=N\NC(=O)COc1ccccc1OC)/C(CC)=N/NC(=O)COc1ccccc1OC	95.0	-1.8	-2.9	8.7	7.6	1.5	-0.6	0.1	4.1	6.7
Cc1ccccc1C(=O)N1CCC(C(=O)NCCc2ccc(S(N)(=O)=O)cc2)CC1	102.0	-0.1	0.5	0.1	13.3	-0.2	0.3	0.0	5.7	1.7
COc1cc(NC(=O)Nc2c(C)n(C)n(-c3ccccc3)c2=O)cc(OC)c1OC	96.0	4.2	0.7	-7.0	-0.7	-1.2	-0.6	0.0	9.4	2.7
Cc1ccccc1NC1=NC(=S)N(CC(N)=O)C12CCOC(C)(C)C2 (stereo not drawn)	92.0	4.6	3.4	7.1	11.4	-2.1	-0.7	-0.1	-0.4	7.8
Cc1ccc(C(=O)N2CCN(c3ccc(NC(=O)c4cccs4)cc3)CC2)cc1	98.0	6.3	-8.7	0.9	-0.8	-1.0	0.3	0.0	-13.4	2.5
CC(=O)c1cccc(NC(=O)NC2CCCc3ccccc32)c1 (stereo not drawn)	92.0	6.3	-1.7	3.6	-1.6	-1.1	-0.1	0.0	8.0	14.9
COc1ccc(N2C(=O)c3ccccc3NC23CCC(C)CC3)cc1 (stereo not drawn)	103.0	13.7	-7.1	-2.4	4.7	0.4	-4.0	0.3	0.7	6.4
O=S(=O)(c1ccc(C2CCCCC2)cc1)N1CCCC1	99.0	-1.3	-3.0	-11.8	-3.1	-1.5	-0.9	-0.3	1.2	-8.0
COc1ccc(CCn2c(O)c(C3=c4ccccc4=NC3=O)sc2=S)cc1OC	113.0	-6.0	-0.3	6.8	-2.4	0.1	0.1	0.3	-4.3	-15.0
CCC(=O)N1c2ccc(C)cc2C2=NNC(=S)NC21O (stereo not drawn)	98.0	2.9	3.4	1.5	-2.8	-3.0	3.1	0.0	-4.6	1.0
CS(=O)(=O)c1ccc(-c2cnc3c(NC=O)cc(-c4ccsc4)cn23)cc1	119.0	2.1	3.0	81.2*	-2.4	4.7	-2.9	-0.3	-6.2	3.8
O=C(/C=C/c1ccc(F)cc1)N1CCN(c2ncccn2)CC1	94.0	-2.0	-0.7	-8.6	-1.9	-0.4	0.1	0.7	-0.2	1.2
C[C@@H]1CN([C@H](C)CO)C(=O)c2cccc(NC(=O)Nc3ccc(F)cc3)c2O[C@H]1CN(C)C(=O)Nc1ccc(C(F)(F)F)cc1	94.0	-4.5	5.7	-6.7	7.7	-2.2	-2.3	-0.1	1.6	-1.8
COc1ccc(C(=O)Cn2nnc(-c3ccccc3NC(=O)C3CC3)n2)cc1	89.0	3.9	0.7	-7.1	-5.4	3.1	0.2	0.9	8.5	4.2
COc1cc(OC)cc(C(=O)Nc2ncc3c(n2)CC(C)(C)CC3=O)c1	96.0	-1.9	-0.7	-2.8	2.2	0.2	1.7	0.0	-2.5	-4.6
CCCOC1CCCN(C(=O)CCCn2nnnc2CN2CCOCC2)C1 (stereo not drawn)	97.0	1.7	-0.6	4.8	-2.3	-1.2	0.2	0.1	-5.7	3.6
Cc1cc(C)c(C)c(S(=O)(=O)Nc2ccccc2C(=O)NCCCn2ccnc2)c1C	96.0	-1.5	-1.4	8.9	-1.2	1.7	2.0	0.0	0.8	7.7
COc1ccccc1C(CNC(=O)c1ccc(NS(=O)(=O)c2ccc(C(C)=O)cc2)cc1)N1CCCC1 (stereo not drawn)	97.0	-13.5	-0.5	-3.4	-0.5	0.9	-0.3	0.0	-2.8	12.7

Single records, from the list above. Order of screens: ABCB6 inh MLPCN	m5-HT2A agonist	N-glyco inh	H9c2 protect	MC4R antagonist	MC4R barr agon	hiPSC survival	aDG glyco up	Granule exo inh	ABHD5-PLIN5 inh
O=C(CSc1nc2ccccc2c(=O)n1-c1ccccc1)NCC1CCCO1 (stereo not drawn) is listed with 99.0	-10.4	-0.8	7.2	-5.2	-2.6	0.4	-0.1	-13.5	2.6
C[C@@H]1CN([C@H](C)CO)C(=O)c2cccc(NC(=O)Nc3ccc(F)cc3)c2O[C@H]1CN(C)C(=O)Nc1ccc(C(F)(F)F)cc1 is listed with 94.0	-4.5	5.7	-6.7	7.7	-2.2	-2.3	-0.1	1.6	-1.8
Cc1ccccc1NC1=NC(=S)N(CC(N)=O)C12CCOC(C)(C)C2 (stereo not drawn) is listed with 92.0	4.6	3.4	7.1	11.4	-2.1	-0.7	-0.1	-0.4	7.8

Next part.
SMILES	ABCB6 inh MLPCN	m5-HT2A agonist	N-glyco inh	H9c2 protect	MC4R antagonist	MC4R barr agon	hiPSC survival	aDG glyco up	Granule exo inh	ABHD5-PLIN5 inh
CCCc1cc(=O)oc2cc(OCC(=O)NCCCN3CCCC3=O)ccc12	96.0	-0.6	-0.6	-4.0	-3.8	-1.5	2.1	0.2	0.3	-3.5
NC(=NCc1ccco1)NC(=O)c1ccccc1	102.0	-5.9	-0.2	-2.8	2.4	-1.8	-0.3	-0.1	-8.6	-5.1
Cc1ccc2nc(-c3ccccc3)nn2c1	96.0	9.7	-19.2	-18.7	3.5	-1.2	-4.0	0.0	2.9	-0.2
COc1ccc(C2NC(=O)NC(C)=C2C(=O)OC2CCCC(C)C2)cc1 (stereo not drawn)	101.0	-2.4	-3.0	-9.2	-0.7	0.8	-0.7	-0.1	-27.2	-7.7
OC(c1cc(F)cc(Cl)c1)c1ncc(-c2ccccc2C(F)(F)F)[nH]1 (stereo not drawn)	99.0	0.3	-0.1	-4.2	-2.1	-1.6	-0.3	-0.3	10.5	3.8
CC(C)Oc1ccc(CN2CCC2(C)C(=O)Nc2cccc(Oc3ccccc3)c2)cc1 (stereo not drawn)	93.0	-0.8	-3.6	-13.5	7.8	0.1	-1.4	-0.2	-8.6	-2.9
CCOc1ccc(NC(=O)CN(C)C(=O)CCCc2nc3ccccc3c(=O)[nH]2)cc1OCC	97.0	-2.4	-1.6	23.7	-5.1	-4.0	-0.4	0.1	-1.6	-0.3
O=C(NCCCNC(=O)C(F)(F)C(F)F)C(F)(F)C(F)F	97.0	3.1	0.5	-5.8	4.3	-1.9	-1.3	0.1	0.7	1.7
O=C1C=C(c2ccc(-c3ccccc3)c(F)c2)C[C@@H](c2ccc(Cl)cc2)C1	95.0	7.3	-2.6	-13.7	-3.6	-1.1	-2.3	-0.1	-18.9	5.7
CCn1c(SCC(=O)N2CCc3ccccc32)nnc1-c1c[nH]c2ccccc12	105.0	2.1	-0.5	7.1	9.3	-1.3	-0.9	0.3	-1.0	9.1
C=CCNC(=O)C(C)Sc1ccc(Cl)cc1 (stereo not drawn)	94.0	3.4	-1.1	9.0	2.2	0.4	4.0	-0.1	-3.0	6.5
Cc1ccccc1C(=O)NNC(=O)CCCCC(=O)NNC(=O)c1ccccc1C	98.0	-0.7	2.2	6.4	-1.8	0.3	-0.3	-0.1	-0.1	3.9
Cc1ccc(C)c(N2CCN(C(=O)CCCN3C(=S)NC(C)(C)CC3C)CC2)c1 (stereo not drawn)	90.0	-2.7	4.5	-3.8	-0.6	-0.6	-1.8	7.9*	1.2	-5.1
O=C(NCCOc1cccc2cccnc12)c1cccs1	96.0	-2.5	0.4	-0.1	15.1	-1.6	-0.1	1.3	-3.7	-5.8
CCCCC(=O)Nc1cccc(-c2nnc(-c3ccccc3)o2)c1	94.0	3.7	-0.1	2.0	8.8	2.4	0.8	0.3	-1.4	1.9
CCN(CC)CCn1nc(C)nc1-c1ccccc1O	100.0	5.1	1.4	5.9	0.5	0.8	-1.4	-0.1	-3.9	-1.9
COc1ccc(NC(=O)/C(Cl)=C(/Cl)S(=O)(=O)Cc2ccccc2)cn1	60.0*	-4.8	-18.1	-28.3	55.8*	-3.2	12.9	-0.6	100.5*	48.7*

In another format: entries from further up.
SMILES: Cc1ccc2nc(-c3ccccc3)nn2c1
  ABCB6 inh MLPCN: 96.0
  m5-HT2A agonist: 9.7
  N-glyco inh: -19.2
  H9c2 protect: -18.7
  MC4R antagonist: 3.5
  MC4R barr agon: -1.2
  hiPSC survival: -4.0
  aDG glyco up: 0.0
  Granule exo inh: 2.9
  ABHD5-PLIN5 inh: -0.2

SMILES: COc1ccc(C2NC(=O)NC(C)=C2C(=O)OC2CCCC(C)C2)cc1 (stereo not drawn)
  ABCB6 inh MLPCN: 101.0
  m5-HT2A agonist: -2.4
  N-glyco inh: -3.0
  H9c2 protect: -9.2
  MC4R antagonist: -0.7
  MC4R barr agon: 0.8
  hiPSC survival: -0.7
  aDG glyco up: -0.1
  Granule exo inh: -27.2
  ABHD5-PLIN5 inh: -7.7

SMILES: OC(c1cc(F)cc(Cl)c1)c1ncc(-c2ccccc2C(F)(F)F)[nH]1 (stereo not drawn)
  ABCB6 inh MLPCN: 99.0
  m5-HT2A agonist: 0.3
  N-glyco inh: -0.1
  H9c2 protect: -4.2
  MC4R antagonist: -2.1
  MC4R barr agon: -1.6
  hiPSC survival: -0.3
  aDG glyco up: -0.3
  Granule exo inh: 10.5
  ABHD5-PLIN5 inh: 3.8

SMILES: CC(C)Oc1ccc(CN2CCC2(C)C(=O)Nc2cccc(Oc3ccccc3)c2)cc1 (stereo not drawn)
  ABCB6 inh MLPCN: 93.0
  m5-HT2A agonist: -0.8
  N-glyco inh: -3.6
  H9c2 protect: -13.5
  MC4R antagonist: 7.8
  MC4R barr agon: 0.1
  hiPSC survival: -1.4
  aDG glyco up: -0.2
  Granule exo inh: -8.6
  ABHD5-PLIN5 inh: -2.9
